TNF necrop inh = inhibitors of TNF-alpha triggered necroptosis, primary screen, cell-based, Jurkat FADD-/-, single concentration | Jurkat FADD-/- TNF necroptosis rescue, ATP luminescence, 24 h; 0 = TNF only, 100 = no-TNF cells | activation (protection from cell death), % at 10 µM | hit rate 0.068% among 220,000 | AID 463075, 2010;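 active = activation, meaning protection from cell death, of at least 50% relative to plate controls; inactive = activation below 50%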;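 also: necroptosis triggered by 40 ng/mL TNF-alpha added together with compound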
EBV gp42 inh = Epstein-Barr virus gp42 inhibitors, primary screen, biochemical, uHTS, fluorescence polarization | AID 1085, 2008 | Fluorescence polarization binding assay, mP read-out | Glycoprotein 42 (Epstein-Barr virus (strain AG876)), Q1HVG2 | hit rate 0.42% among 220,000 | inhibition, % (tested at 21.74 µM); in the data active = inhibition above about 50%
Target sequence (Q1HVG2 whole entry, looked up): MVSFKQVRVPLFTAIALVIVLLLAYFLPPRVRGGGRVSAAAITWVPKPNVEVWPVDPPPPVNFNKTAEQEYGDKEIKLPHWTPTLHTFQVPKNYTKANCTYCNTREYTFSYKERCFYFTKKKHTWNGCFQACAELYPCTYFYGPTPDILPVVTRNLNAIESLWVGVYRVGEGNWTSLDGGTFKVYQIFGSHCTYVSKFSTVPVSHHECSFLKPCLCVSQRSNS
Rad51 HR inh = human RAD51 strand exchange inhibitors, primary screen, biochemical, fluorescence | DNA repair protein RAD51 homolog 1 (Homo sapiens), Q06609 | hRad51 DNA strand exchange, fluorescence dequenching | inhibition, % at 10 µM | hit rate 0.085% among 200,000;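 active = inhibition above 40% at the single screening dose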;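 also: 0% = DMSO control wells and 100% = blanks with heterologous ssDNA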
Target sequence (Q06609 whole entry, looked up): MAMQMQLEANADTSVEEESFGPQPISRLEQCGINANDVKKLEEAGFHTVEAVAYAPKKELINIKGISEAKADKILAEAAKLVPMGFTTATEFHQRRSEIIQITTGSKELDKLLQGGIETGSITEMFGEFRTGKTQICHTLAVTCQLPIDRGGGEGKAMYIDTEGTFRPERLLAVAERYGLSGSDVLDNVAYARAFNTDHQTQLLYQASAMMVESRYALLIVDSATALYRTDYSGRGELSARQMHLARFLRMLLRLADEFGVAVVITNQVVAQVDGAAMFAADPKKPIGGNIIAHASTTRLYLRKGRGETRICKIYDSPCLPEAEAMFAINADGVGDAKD
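Test system: preformed human Rad51 ssDNA filaments; also added: Donor/quencher-labelled 47-bp dsDNA substrate; doses: 10 µM final, single point; times: 37 °C 15-min filament assembly, 30-min compound preincubation, 15-min exchange; detection: FRET fluorescence dequenching, excitation 485 nm, emission 520 nm; read-out basis: Fluorescence-based percent inhibition, control- and blank-normalised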
L929 necroptosis = inhibitors of zVAD-triggered necroptosis, primary screen, L929 cells | L929 zVAD necroptosis rescue, ATP luminescence, 24 h; with zVAD 60 µM | viability rescue, % at 10 µM | hit rate 0.38% among 220,000 | AID 1377, 2008;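 active = activation, scaled between plate controls, above about 75%, limit read from the data; inactive = activation under that limit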;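 also: 0% = zVAD with DMSO and 100% = DMSO alone without zVAD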
m-calpain inh = inhibitors of pig calpain II, primary screen, biochemical, fluorogenic peptide substrate, 1536-well. purified calpain II, 30 min. inhibition, % at 16 µM. hit rate 0.37% among 220,000. AID 1236, 2008;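 active = inhibition above about 50%, limit read from the data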
KCC2 mod = KCC2 cotransporter modulators, thallium flux, primary screen, cell-based, HEK293 KCC2, FluoZin-2 fluorescence, MLSMR. hit rate 2.2% among 190,000. KCC2 cells, thallium flux FluoZin-2 fluorescence. B-score of Tl+ flux slope (higher = more flux/activation; lower = inhibition) at 10 µM. AID 1456, 2008. Solute carrier family 12 member 5 (Homo sapiens), Q9H2X9;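 active = thallium flux slope and its plate-corrected score both differing from the plate sample mean at a set confidence after two filtering rounds, in either direction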;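 also: slope of fluorescence scaled to starting intensity during 10 to 20 s after thallium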
PERK inh = block of dimerizer-induced PERK translation repression, primary screen, PERK inhibitor project, CHO PERK-DD cells, SEAP luminescence, HTS. CHO PERK-DD fusion, SEAP luminescence translation reporter. hit rate 0.17% among 220,000. AID 1416, 2008. inhibition, % at 5.6 µM. Eukaryotic translation initiation factor 2-alpha kinase 3 (Homo sapiens), Q9NZJ5;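 active = inhibition above the mean inhibition of all tested compounds plus 3 SD, set separately per screening campaign, cut at about 2.9% in these data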;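 also: PERK kinase domain activated by AP20187 dimerizer at 100 nM; 0% = DMSO with dimerizer and 100% = rapamycin at 8.4 µM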
eIF4E 4G PPI = eIF4E–eIF4G protein interaction inhibitors, primary screen, biochemical, uHTS, TR-FRET, eIF4GI fragment. TR-FRET eIF4E-eIF4GI(517-606) binding, 2 h. Eukaryotic translation initiation factor 4E (Mus musculus) + Eukaryotic translation …. hit rate 0.37% among 220,000. inhibition, % at 21.7 µM;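 active = inhibition above about 30%, limit read from the data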;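 also: 0% = full FRET control wells and 100% = background wells lacking eIF4GI fragment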
Mdm2 ligase inh = MDM2-luciferase reporter signal enhancers, primary screen, MDM2 E3 ligase inhibitor project, cell-based, luminescence, 1536-well | AID 1230, 2008 | cell-based MDM2 ubiquitination luciferase reporter, 2 h; 0 = plate control, 100 = twice control, blank-subtracted | hit rate 0.11% among 210,000 | E3 ubiquitin-protein ligase Mdm2 (Homo sapiens), Q00987 | signal enhancement, % at 5 µM;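 active = signal enhancement of 30% or more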;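 also: luminescence tracks abundance of the self-degrading MDM2-luciferase fusion protein; higher signal means inhibition of MDM2 E3 ligase activity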
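system = mammalian cells stably expressing self-ubiquitinating, self-degrading MDM2 E3–luciferase fusion | quantity = 2000 cells per well seeded | incubation = 4 h cell settling then 2 h compound exposure, 37 °C | signal = SteadyLite luminescence, 15 min reagent step | benchmarks = plate control and blank wells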
Starred values were filed as active, the others as inactive; i = inactive; nt = no result given; [ ] = remark or other dose.

mol,TNF necrop inh,m-calpain inh,Rad51 HR inh,Mdm2 ligase inh,EBV gp42 inh,eIF4E 4G PPI,PERK inh,KCC2 mod,L929 necroptosis
N#Cc1c(C(F)(F)F)cc(-c2ccc(F)cc2)nc1SCC(=O)O,0.4,2.0,-7.2,-10.8,-3.8,0.7,0.5,-1.17,-2.1
O=C(Nc1ccccc1-c1ccccc1)C1CCCN(c2ncccn2)C1 (stereo unspecified),-0.8,-27.1,3.1,-1.0,-18.0,-7.4,0.0,nt,0.2
CCN(CC)C(=O)c1sc(NC(=O)Cc2ccccc2)c(C#N)c1C,-1.1,29.7,1.6,-14.8,-7.3,-4.2,0.2,nt,-0.7
O=C(COc1ccc(Cl)cc1)N1CCN(S(=O)(=O)c2ccccc2)CC1,-2.5,-0.9,4.0,-3.1,-17.6,-4.3,-0.7,-0.565,-0.4
Cc1nnsc1NC(=O)OCc1ccccc1Cl,-4.8,10.4,8.9,-1.6,-16.6,-4.2,1.2,nt,-0.2
C=CCn1c(SCC(=O)c2ccccc2)nnc1-c1ccc2c(c1)OCO2,0.0,-1.4,nt,-13.7,8.3,11.2,-3.1,-2.3,-1.1
OCc1ccnc(Cl)c1,1.0,9.9,11.1,-3.8,0.8,0.8,0.6,0.482,0.8
O=C(NCc1ccc2c(c1)OCO2)c1cnc2n(c1=O)CCS2,-0.5,-40.1,4.5,-0.3,2.8,-2.2,0.5,-0.917,0.5
O=c1cc(CSc2nnc(-c3cccnc3)n2-c2ccccc2F)nc2sccn12,-1.5,6.0,-9.7,-13.5,7.7,-2.0,0.5,-0.0299,0.2
COc1ccc(NC(=O)C2CCCO2)cc1Cl (stereo unspecified),2.4,1.2,-1.4,-2.0,-19.9,-2.8,0.6,0.135,0.6
N#Cc1ccc(C(=O)Nc2cc(S(=O)(=O)N3CCCC3)ccc2OCC(F)(F)F)cc1,2.7,-72.4,-2.2,-3.2,-14.4,2.5[fluorescence artefact?],0.2,-0.0774,0.7
O=C(CN1CCc2ccccc2C1)c1cccs1,-4.0,24.7,8.0,-19.5,-0.3,-0.1,0.1,0.291,0.0
O=C(NCc1ccco1)c1c2c(nc3ccccc13)CCC2,-3.1,-66.3,nt,-7.1,61.9*,nt,0.5,0.29,1.4
COC(=O)c1c(C)oc2ccc(N(C(=O)c3ccncc3)S(=O)(=O)c3ccc4ccccc4c3)cc12,-3.9,-42.3,-12.7,-13.5,-31.6,8.3,1.0,0.112,0.3
O=C(Cc1ccc(Cl)cc1)N1CCN(C(=O)c2ccco2)CC1,-0.1,-6.2,-8.8,-33.6,-2.0,-1.5[fluorescence artefact?],-0.3,0.158,0.2
COc1ccc(-n2c(=O)c3c4c(sc3n3c(C)nnc23)COC(C(C)C)C4)cc1 (stereo unspecified),-4.7,nt,nt,nt,nt,nt,-0.5,-1.55,-0.6
COC(=O)c1cc2sccc2n1Cc1nc(-c2ccc(OC)cc2)oc1C,-1.9,-16.4,-5.8,-22.2,-3.5,5.3,0.9,0.31,-0.1
S=c1nc(-c2cccc(Br)c2)[nH][nH]1,1.3,-8.9,6.5,-27.8,-34.4,24.4,0.9,-0.996,1.2
Cc1ncc(CO)c2cc(C(N)=O)c(=Nc3ccccc3)oc12,-9.3,-18.6,-3.1,-4.5,11.0,0.3,1.9,nt,0.3
Cc1cc[n+](-c2[nH]c(=O)sc2/C=N/NC([S-])=Nc2ccccc2)cc1C,2.0,30.4,-22.1,-10.8,64.5*,0.2,-0.5,0.423,1.2
CCOC(=O)C(=O)/C(=C\N(C)C)c1onc(-c2c(Cl)cccc2Cl)c1C(=O)OC,-9.3,14.9,1.3,4.6,-3.8,1.1,-0.1,nt,-0.5
O=c1cc(-c2ccc(F)cc2)oc2ccccc12,-1.6,nt,3.1,nt,nt,nt,0.3,-0.0375,0.2
O=P(Cc1ccccc1)(c1ccccc1)c1ccccc1,-0.1,14.5,1.2,-4.1,1.0,-0.5,-0.1,1.51,0.0
O=C(/C=C/c1ccccc1)CC(O)(c1ccccc1)C(F)(F)F (stereo unspecified),-13.0,26.8,1.5,-13.8,-9.6,16.2,1.0,-0.628,0.3
O=c1oc2cc(Oc3c([N+](=O)[O-])cc(C(F)(F)F)cc3[N+](=O)[O-])ccc2c2c1CCCC2,-9.7,i,-5.2,-24.1,-5.2,4.4,0.5,-0.499,-0.1
COc1cc(/C=N/NC(=O)c2cc3ccccc3cc2O)ccc1OCCN1CCCCC1,5.7,-29.8,nt,-43.5,0.6,7.8[fluorescence artefact?],0.0,0.612,1.4
CCOc1cccc(NC(=O)CC#N)c1,-1.0,-18.5,0.2,9.1,-35.4,-1.4,1.5,0.105,0.0
O=C(Nc1ccc2ccccc2c1)c1cccnc1,-2.5,-0.9,-1.5,-6.7,-0.6,1.2,0.5,nt,1.7
O=C1CSC2=NCN(c3ccc4c(c3)OCO4)CN12,-0.9,-17.5,6.0,-18.0,-9.2,0.7,1.8,0.916,0.8
CCn1c(C)nc2cc(C(=O)NNC(=S)Nc3ccc(OC)cc3)ccc21,-2.2,27.5,-4.7,-11.0,-3.1,-3.8,-0.5,-0.382,-0.4
CCOc1ccc(NC(=O)N(C2CCCCC2)C(C)c2cccnc2)cc1 (stereo unspecified),0.0,-16.1,2.6,-21.0,-18.7,0.4[fluorescence artefact?],-0.3,0.0354,0.1
CC(OC(=O)C1=COCCO1)C(=O)Nc1cccc(S(=O)(=O)N2CCOCC2)c1 (stereo unspecified),0.9,4.3,-6.8,-83.4,-39.0,-2.2,-0.5,0.139,0.5
CC(=O)Nc1ccc(C(=O)OCc2ccccc2Br)cc1,0.5,1.7,7.0,0.1,-4.2,4.2,0.7,1.39,5.0
N=C1C(c2nc3ccccc3s2)=C(O)CN1NC(=O)c1c[nH]c2ccccc12,-0.3,-50.8,5.4,-8.7,-24.0,6.2,0.8,-0.303,-0.1
COc1ccc(O)c(/C=N/n2c(-c3ccco3)csc2=Nc2cccnc2)c1,1.2,9.6,nt,-4.1,16.3,-0.1,0.5,-0.0247,0.0
CC(=O)NCCNC(=O)CNC(=O)c1ccc(Cl)cc1,1.9,5.0,-5.8,-9.2,-5.1,2.9,0.4,0.434,0.7
Nn1c(SCc2nc3ccccn3c2Br)nnc1-c1cccnc1,-3.2,-7.5,1.9,-15.4,-17.4,2.3,0.6,1.06,0.4
O=C1Nc2ccccc2/C1=N/N=C/c1cccc(O)c1,-12.9,14.6,-12.3,-0.7,-8.4,3.9,0.0,nt,0.8
CSc1nsc(SCC(=O)Nc2nc3ccccc3s2)n1,0.9,29.7,2.9,-13.8,-7.4,0.7,1.5,0.142,0.4
c1ccc(-c2cn3c(n2)CCc2ccc4cccnc4c2-3)cc1,-5.4,-45.4,4.5,-9.3,-7.8,-5.9,-1.1,0,1.9
CC(=O)c1cccc(CN2CCN(C3CCCCC3)C(CCO)C2)c1 (stereo unspecified),0.9,-30.1,nt,-11.2,-8.8,1.8,0.3,1.73,-0.4
N=C1C(c2nc3ccccc3c(=O)[nH]2)=C(O)CN1CCc1ccccc1,2.4,-5.2,1.0,-4.1,-4.3,3.0,-0.6,nt,1.7
Cc1cc(C)n2nc3nc(N4CCCCC4)nc(-c4ccco4)c3c2n1,nt,-187.3,-6.4,-13.8,12.6,2.8,nt,nt,nt
COc1ccccc1CNC(=O)c1nnc(Cc2ccc(Cl)cc2)o1,4.2,-11.1,nt,nt,-9.9,0.4[fluorescence artefact?],0.6,-0.329,nt
CSCCC(NC(=O)c1ccc(Br)cc1)C(=O)O (stereo unspecified),0.3,-32.1,9.0,18.3,-7.4,5.2,0.1,0.0822,2.8
CCCN(CCC)S(=O)(=O)c1ccc(C(=O)O)cc1,-0.1,-2.2,-6.9,nt,-4.1,1.1,1.0,0.47,2.6
CNc1nnc(-c2cccc(N(C)C)c2)s1,-1.1,-255.1,-1.9,15.1,-6.0,10.2,0.4,0.0425,0.4
Cc1cc(Oc2ccc(=O)n(C)n2)nc(Oc2ccc(=O)n(C)n2)n1,1.1,19.7,2.0,-16.3,-9.8,4.5,1.4,-0.0492,1.6
Cc1cnc(N)c2c(=O)oc3ccccc3c12,-0.7,-105.3,-11.7,0.9,-8.8,4.2,0.7,nt,84.3*
Cc1onc(-c2ccccc2)c1C(=O)NNC(=S)NC(=O)c1ccc(Br)cc1,3.0,-39.1,1.2,-13.1,7.2,1.0,0.6,19.6*,-0.3
O=C(Nc1ccccc1)N(C1=NCCCCS1)c1ccccc1,-2.0,-2.9,-6.0,-5.3,-13.0,6.9,0.9,1.64,0.0
O=C(c1ccc(N2CCCCC2)c([N+](=O)[O-])c1)N(Cc1ccccc1)c1ccccn1,-5.7,-18.3,-1.9,-4.8,-10.4,0.2,-1.2,0.0311,-0.4
O=C(Cc1cccs1)Nc1cccc(-c2nc3cc4ccccc4cc3[nH]2)c1,-9.1,-304.5,nt,-9.7,9.8,5.2,-1.2,-1.73,16.4
CCOC(=O)C1=C(c2ccccc2)N=c2s/c(=C\c3cccc(O)c3)c(=O)n2C1c1cccs1 (stereo unspecified),-12.1,-46.0,nt,-9.6,-4.3,-2.1,-2.1,-0.324,-0.2

3 compounds from above, showing only PERK inh, EBV gp42 inh and Mdm2 ligase inh:
molecule | PERK inh | EBV gp42 inh | Mdm2 ligase inh
C=CCn1c(SCC(=O)c2ccccc2)nnc1-c1ccc2c(c1)OCO2 | -3.1 | 8.3 | -13.7
O=C1CSC2=NCN(c3ccc4c(c3)OCO4)CN12 | 1.8 | -9.2 | -18.0
Cc1cnc(N)c2c(=O)oc3ccccc3c12 | 0.7 | -8.8 | 0.9

Source: PubChem (several laboratories)

Outcome played no part in choosing rows. About 3.6% of those tested had a hit in this group.
